# Polio RdRp inh – poliovirus RNA polymerase inhibition; poliovirus polymerase elongation, fluorescence polarization; stronger effect = lower value; % elongation, % (compound at 16.7 µg/mL); hit rate 0.66% among 150,000; in the data active means % elongation below about 90%; further: some results filed as inactive read as strong as hits
# Target sequence (P03300 1749-2209 limits assumed): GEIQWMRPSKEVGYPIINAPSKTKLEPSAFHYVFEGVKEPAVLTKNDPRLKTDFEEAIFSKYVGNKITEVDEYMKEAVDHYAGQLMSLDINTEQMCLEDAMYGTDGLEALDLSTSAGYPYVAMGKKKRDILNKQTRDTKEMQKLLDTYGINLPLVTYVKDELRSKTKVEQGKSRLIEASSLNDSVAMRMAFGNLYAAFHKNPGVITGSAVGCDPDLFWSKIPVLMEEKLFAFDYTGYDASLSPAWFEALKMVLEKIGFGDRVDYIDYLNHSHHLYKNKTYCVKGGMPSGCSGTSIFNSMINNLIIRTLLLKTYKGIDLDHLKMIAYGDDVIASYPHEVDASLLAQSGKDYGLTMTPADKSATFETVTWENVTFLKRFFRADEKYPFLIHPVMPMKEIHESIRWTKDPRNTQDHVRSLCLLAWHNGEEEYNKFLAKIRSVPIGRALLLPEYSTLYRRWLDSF
# Polio RdRp inh FP z-score – recorded beside Polio RdRp inh, whose call it bears; z-score; measured here: FP z-score; hits read low
# Active calls of the source: *; & = joins results of further samples. Some of the compounds tested (hit frequency here may not be typical).
Compound	Polio RdRp inh	Polio RdRp inh FP z-score
Cc1nc(CSc2nc3scc(-c4ccco4)c3c(=O)n2-c2ccccc2)cs1	96	-1.3
C=CCn1c(SCC(=O)c2ccccc2)nnc1-c1ccc2c(c1)OCO2	100	-0.5
CCC1CCCCN1S(=O)(=O)Cc1ccccc1Cl (stereo unspecified)	102	0
Cc1cc(C)cc(NC(=O)c2sc3nc(-c4cc5ccccc5oc4=O)[nH]c(=O)c3c2C)c1	105	-0.2
COc1ccc2c(c1)c1c(c(=O)n(-c3ccccc3)c(=O)n1CC(=O)NCCC1=CCCCC1)n2C	105	-0.6
CCOc1ccc2c(c1)C(C)=CC(C)(C)N2	99&97	-0.1&-0.1
CC(=C/C(=O)O)/C=C/c1cccs1	101	0.2
N#Cc1ccccc1Sc1ccccc1C(=O)NCC(c1ccco1)N1CCCC1 (stereo unspecified)	105	0.2
CC1CCC(NC(=O)c2ccc(CSc3nc4ccncc4n3Cc3ccc(F)cc3)cc2)CC1 (stereo unspecified)	109	0.1
CC1CCC(NC(=O)CCC2=NS(=O)(=O)c3ccccc3N2)CC1 (stereo unspecified)	102	0.5
COc1ccc(NC(=O)c2cc(C)no2)cc1	99	-0.1
Cn1c(SCc2ccccc2)nc(N)cc1=O	102	0.9
CCOC(=O)c1ccc(NC(=O)CC2C(=O)N(c3ccc(F)cc3)C(=O)N2Cc2cccs2)cc1 (stereo unspecified)	105	1
CCn1c(C)c(C)c2cc(C(=O)NCc3cccs3)ccc21	101	0.2
COc1cc(CNc2ccc3[nH]c(=O)[nH]c3c2)ccc1OCc1ccccc1F	112	1.1
CCCn1c(C(=O)OCC)cc2sccc21	103	0.3
S=C1NC2(CCCC2)NN1c1ccccc1	105	0.3
Cc1cc(O)c(Cc2c(O)cc(C)n(C)c2=O)c(=O)n1C	102	0.1
O=C(COc1ccc2oc3c(c2c1)CCCC3)Nc1ccc(Cl)cc1	104	-0.3
NC(=O)c1ccccc1NC(=O)c1cccnc1N1CCCC1	101	-0.4
O=C(/C=C/c1ccccc1)Sc1nc2ccccc2o1	102	-0.2
O=C(Nc1nnc(-c2ccccc2Cl)o1)c1ccc(S(=O)(=O)N2CCCC2)cc1	100	0
CCc1ccc(C(=O)CSc2nnc(-c3nn(Cc4ccccc4)c(=O)c4ccccc34)o2)cc1	101	-0.3
CCn1c(C)nc2cc(C(=O)Nc3nnc(-c4ccccc4Cl)s3)ccc21	102	0.2
O=C(Cn1c(C(=O)N(Cc2ccco2)CC2CCCO2)cc2sccc21)c1ccccc1 (stereo unspecified)	105	1

# One compound at a time (already shown).
# Results for CCOc1ccc2c(c1)C(C)=CC(C)(C)N2 → Polio RdRp inh: 99&97; Polio RdRp inh FP z-score: -0.1&-0.1
# Results for COc1cc(CNc2ccc3[nH]c(=O)[nH]c3c2)ccc1OCc1ccccc1F → Polio RdRp inh: 112; Polio RdRp inh FP z-score: 1.1

# (cont.)
Compound	Polio RdRp inh	Polio RdRp inh FP z-score
c1csc(-c2nnc(SCC3COc4ccccc4O3)n2CC2CCCO2)c1 (stereo unspecified)	104	0.4
Cc1ccc2c(c1)N(C(=O)N1CCC(C(=O)NC3CCCCCC3)CC1)CCO2	105	-0.3
O=C(O)c1ccc(N2CCCCC2)cc1	110	0.8
CCCC(=O)Nc1ncnc2c1ncn2C1O[C@@H]2COP(=O)(O)O[C@H]2[C@H]1OC(=O)CCC (stereo partly specified)	102	0.3
Cc1sc2ncn(CC(=O)N3CCN(c4cccc(Cl)c4)CC3)c(=O)c2c1S(=O)(=O)N1CCC(C)CC1	106	0.2
O=C(c1ccc(C(F)(F)F)cc1)n1nccc1-c1cc(-c2ccccc2)no1	101	-0.1
Cc1ccccc1-c1ocnc1C(=O)Nc1cccnc1	102	0
CCCOc1ccc(C(=O)N2CCOCC2)cc1OC	104	0.1
COc1ccc(C(CC(=O)NCc2ccc(Cl)cc2)N2Cc3ccccc3C2=O)cc1OC (stereo unspecified)	111	0.6
CCCN(CCC)C(=O)c1cccc(S(=O)(=O)N2CC(C)CC(C)C2)c1 (stereo unspecified)	101	-0.3
CC(C)/C=C1\CCCC\C1=N/n1cnnc1	101	-0.1
O=C(c1ccccc1F)N1CCN=C1c1ccccc1	102	0.2
CSc1ccccc1NC(=O)CSc1cccc[n+]1[O-]	102	0.1
CCc1cccc(CC)c1NC(=O)CCS(=O)(=O)c1ccc2c(c1)CCN2C(C)=O	113	1.3
Cc1c(Cc2ccc(Cl)cc2)c(=O)n2c([nH]c3ccccc32)c1C#N	103	0.3
COC(=O)c1ccc(-c2ccco2)n1CC(=O)NC(C)c1ccccc1 (stereo unspecified)	103	0.6
NNC(=O)Cc1cccc2ccccc12	103	0.1
CCCC1NC(=S)N(c2ccccc2)C1=O (stereo unspecified)	104	0.6
Cc1ccc(C(=O)CSc2nc3cc(C(F)(F)F)ccc3n2C(C)C)cc1	106	0.5
COCCn1c(C)cc(O)c(C(c2ccc(OC)cc2)N2CCCCC2)c1=O (stereo unspecified)	103	-1.1
COc1cc2[nH]c(=O)n(Cc3ccc(C(=O)N4CCN(c5ccc(Cl)cc5)CC4)cc3)c(=O)c2cc1OC	101	-1.2
O=C(O/N=C1/CCCc2nonc21)C(F)(F)F	97	-0.3
CCC(C(=O)Nc1cc(F)ccc1F)n1nc(-c2cc(C)ccc2C)ccc1=O (stereo unspecified)	109	0.8
Cc1sc2ncnc(Sc3ncnc4sc(C)c(C)c34)c2c1C	100	-0.2
CN1/C(=C/C=C/c2oc3ccccc3[n+]2C)Oc2ccccc21	69	-5.8

# (list continues)
Compound	Polio RdRp inh	Polio RdRp inh FP z-score
CCn1c(CC(=O)Nc2cccc(OC)c2)nnc1SCC(=O)c1ccccc1	105	1.6
O=C(Nc1ccccc1)OC(CSc1ccccn1)CSc1ccccn1	108	0.7
O=C(Nc1cc(C(F)(F)F)cc(C(F)(F)F)c1)C(=S)NCCNc1cccc2ccccc12	71*	-2.6*
CCN(CC)CCNC(=O)C1CCN(c2nn3cc(-c4ccc(F)cc4)nc3s2)CC1	107	-0.1
O=C(COc1ccccc1)N1CCN(Cc2ccccn2)CC1	94	-1.4
CCN(CC(=O)NCc1cccs1)C(=O)c1cccc(S(=O)(=O)N(CC)CC)c1	105	0.7
COC(=O)c1ccc(NC(=O)c2cc3cc(C)ccc3n2C)cc1	103	-0.9
N#CCCN(Cc1cccnc1)C(=S)NC1CCCCC1	102	-0.1
COc1cc(OC)cc(N2CCN(S(=O)(=O)c3ccc(-n4cnnn4)cc3)CC2)c1	106	-0.1
COC(=O)CNC(=O)c1ccc(C)c(C)c1	104	0.2
COc1cccc(/C=C2/CC(C(C)(C)C)C/C(=C\c3cccc(OC)c3OC)C2=O)c1OC (stereo unspecified)	102	0.3
CCC(C)N(C(=O)CSc1nc(NC)c2ccccc2n1)C1CCS(=O)(=O)C1 (stereo unspecified)	104	0.2
O=C(CSCc1ccccc1)Nc1nnc(Cc2ccccc2)s1	100	-0.2
Cc1ccccc1NC(=O)c1c(C)oc2ccc(O)c(CN(C)Cc3ccccc3)c12	103	-0.8
C=CCNC(=S)N1CCN(CCN=CC2=C(O)CC(c3ccccc3)CC2=O)CC1 (stereo unspecified)	104	0.7
Cc1cccc(NC(=O)c2cc3c(=O)n4ccccc4nc3n2C)c1C	108	0.4
Cc1cc2c(cc3c(SCC(=O)Nc4ccc(Cl)cc4F)nncn32)o1	106	-0.2
CN(CC(=O)Nc1ccccc1Cl)C1CCS(=O)(=O)C1 (stereo unspecified)	99	-0.6
Cc1cc(C)c(NC(=O)CSc2nc3ccncc3[nH]2)c(C)c1	106	-0.3
Cn1c(=NC(=O)C2CCCCN2S(=O)(=O)c2cccc3nsnc23)sc2ccccc21 (stereo unspecified)	104	0.5
Cc1ccc(NC(=O)CS(=O)(=O)c2nc(-c3ccc(C)cc3)cn2-c2ccc(C)cc2)cc1	105	-0.1
COC(=O)c1ccc(NC(=O)/C(=C\c2ccco2)NC(=O)c2ccccc2OC)cc1	108	1.4
COc1cc2ncc(-c3ccccc3)nc2cc1OC	101&100	-0.1&0.1
COc1ccc(C(c2nnnn2C2CCCC2)N2CCN(C(=O)c3ccco3)CC2)cc1OC (stereo unspecified)	100	-0.5
CN1CCN(c2nc(-c3ccc(O)cc3O)cs2)CC1	97	-0.6

# Sorted by length of the SMILES (highest first): some entries from above.
Compound	Polio RdRp inh	Polio RdRp inh FP z-score
COC(=O)c1ccc(NC(=O)/C(=C\c2ccco2)NC(=O)c2ccccc2OC)cc1	108	1.4
CCN(CC)CCNC(=O)C1CCN(c2nn3cc(-c4ccc(F)cc4)nc3s2)CC1	107	-0.1
C=CCNC(=S)N1CCN(CCN=CC2=C(O)CC(c3ccccc3)CC2=O)CC1 (stereo unspecified)	104	0.7
O=C(CSCc1ccccc1)Nc1nnc(Cc2ccccc2)s1	100	-0.2
O=C(COc1ccccc1)N1CCN(Cc2ccccn2)CC1	94	-1.4
CN1CCN(c2nc(-c3ccc(O)cc3O)cs2)CC1	97	-0.6
COC(=O)CNC(=O)c1ccc(C)c(C)c1	104	0.2

# The results go on:
Compound	Polio RdRp inh	Polio RdRp inh FP z-score
Cc1ccc2c(c1)-c1c(cnn1CC(=O)NCC1CCCO1)CO2 (stereo unspecified)	102	0.3
CCN1CCc2c(sc(NC(=O)c3ccc(S(=O)(=O)N4CCCC4)cc3)c2C(N)=O)C1	110	2.9
COC(=O)C1CSCC/C1=N\Nc1ccc(Cl)cc1Cl (stereo unspecified)	100	-0.2
CCn1nc(-c2ccccc2)c(-c2ccccc2)c(C(=O)OCCOC)c1=O	100	-1.4
CCOc1ccc(NC(C)C(=O)NC2(C#N)CCCCC2)cc1 (stereo unspecified)	101	-0.3
COc1ccc(NC(=O)CN2C(=O)C(c3ccc(C)cc3)=NC23CCCCCC3)cc1Cl	108	0.3
CCN(CC)C(=O)C1CC(=O)OC1(C)C (stereo unspecified)	111	0.9
CCCCn1c(N)cc(=O)[nH]c1=O	100	-0.2
O=C(Nc1cccs1)Nc1ccccc1N1CCCCC1	105	0.1
COc1ccc(CCNc2nc3ccc(C)cc3n3cnnc23)cc1OC	106	0.6
CCOC(=O)c1ccc(N2CCN(c3ccccc3F)CC2)c(NC(=O)Nc2ccc(Cl)c(Cl)c2)c1	107	-0.3
Cc1ccc(CC2CC(=O)N(c3ccccn3)C2=O)cc1 (stereo unspecified)	100	-0.3
CCCCSc1nc2ccccc2[nH]1	99	-0.9
CCOC(=O)c1cnn(C(=O)c2snnc2C)c1N	103	-0.2
O=C(NCc1ccccc1CN1CCOCC1)c1n[nH]c(=O)c2ccccc12	103	0.2
CCOC(=O)c1c(NC(C)=O)sc(Br)c1-c1ccc(C)cc1	102	0.3
CC1(C)C=C(/C=C/c2ccccc2F)NC(=S)N1	106	0.1
O=C(Nc1ccc2c(c1)N(C1CCCC1)C(=O)c1ccccc1S2)c1ccccc1F	109	0.5
Cc1cn(C)c(CC(=O)Nc2ccc(F)cc2Cl)c1C(=O)O	100	-0.9
Cn1c(=O)oc2cc(S(=O)(=O)N3CCCC(C(=O)N4CCN(c5ccccc5F)CC4)C3)ccc21 (stereo unspecified)	116	2
CC1=NN(c2ncnc3sc4c(c23)CCCC4)C(=O)C1	103	-0.2
CC(C)CNC(=O)c1cccc(S(=O)(=O)N2CCCC2)c1	104	1.2
NC(=O)Cn1cc(/C=C2/C(=O)NC(=O)N(C3CCCCC3)C2=O)c2ccccc21	82	-2.8
CCOC(=O)NS(=O)(=O)c1ccc(-c2cc(C(F)(F)F)n(C)n2)s1	108	0.7
CCC(=O)N1N=C(c2ccc(F)cc2)CC1c1ccc(OC)cc1 (stereo unspecified)	101	0.5

# The list goes on.
Compound	Polio RdRp inh	Polio RdRp inh FP z-score
CC1=C(C#N)C(=O)NC(=O)/C1=C/c1ccc(N(C)C)cc1	99	-0.3
O=C(NC1CCCC1)c1ccc2c(c1)C(=O)N(CC1CCCO1)C2=O (stereo unspecified)	100	-0.7
COc1cccc(CNCc2c(C(=O)O)n(Cc3ccc(C)cc3)c3cc(C)ccc23)c1OC	112	0.8
COc1nc(OC)nc(N2CCCc3cccc(C)c32)n1	102	0.3
CSc1nc(-c2ccc(F)cc2)nc2c1Cc1c(CO)cnc(C)c1O2	104	-0.7
Cc1ccccc1CN1C(=O)c2ccccc2Sc2ccc(C(=O)NCc3ccccc3)cc21	106	-1.2
COc1cccc(/C=C/c2nc(C#N)c(N3CCCCC3)o2)c1	107	-0.3
C/C(=C\C(=O)Nc1ccc(Cl)cc1)NCc1ccco1	104	0.2
CC(C)CN(CCNC(=O)c1cc(=O)[nH]c2ccc(S(=O)(=O)N3CCCCCC3)cc12)CC(C)C	104	-1.5
O=C1CNC(=S)N1CCOc1ccccc1Cl	94	-1.7
Cc1cccc(-c2noc(NC(=O)O/N=C/c3c(Cl)cccc3Cl)n2)c1	97	-1.2
CCC(=O)Nc1sccc1C(=O)OC	100	-0.1
CC12CCC(c3c1noc3C(F)(F)F)C2(C)C (stereo unspecified)	109	0.8
CCOc1ccc(-c2c(C#N)c(N)nc(SCC(=O)c3ccc(Cl)cc3)c2C#N)cc1	103	0.4
CCOC(=O)c1cc(S(=O)(=O)N2CCN(c3ccc(OC)cc3)CC2)[nH]n1	106	-0.3
COC(=O)c1ccc(/C=[N+](/[O-])C2(C)CCCCC2=O)cc1 (stereo unspecified)	97	-0.7
COc1ccc(NC(=O)CC2CCCC2)c(S(=O)(=O)N2CCCCC2)c1	101	-0.3
O=C(Nc1ccccc1)C1=C(N2CCOCC2)/C(=C\c2cccnc2)CC1	101	0.1
COc1ccc(C=Nc2ccc(Br)cc2)cc1	105	0.2
CCC1Sc2cc(S(=O)(=O)Nc3cccc(Cl)c3)ccc2NC1=O (stereo unspecified)	102	-0.1

# Screens from PubChem BioAssay.
